Screening data deposited in PubChem BioAssay by National Center for Advancing Translational Sciences (NCATS).
KDM5B inh – KDM5B demethylase inhibition; Q9UGL1; KDM5B demethylase, FDH-coupled NADH fluorescence (FDH is formaldehyde dehydrogenase); Potency, µM (highest dose often 57.7 µM), inactives show at the highest dose activity change, negative = inhibition, usual class: inhibitors; 2.6% of 220,000 active; active = well fitted inhibition curve with a large enough effect; inconclusive = small, poorly fitted or top-dose-only effect; inactive = no such curve, though single readings can be large or run the other way; also: 0% is about no effect; nearly all actives have a fitted effect of over 70% in size
Target sequence (Q9UGL1 whole entry, looked up): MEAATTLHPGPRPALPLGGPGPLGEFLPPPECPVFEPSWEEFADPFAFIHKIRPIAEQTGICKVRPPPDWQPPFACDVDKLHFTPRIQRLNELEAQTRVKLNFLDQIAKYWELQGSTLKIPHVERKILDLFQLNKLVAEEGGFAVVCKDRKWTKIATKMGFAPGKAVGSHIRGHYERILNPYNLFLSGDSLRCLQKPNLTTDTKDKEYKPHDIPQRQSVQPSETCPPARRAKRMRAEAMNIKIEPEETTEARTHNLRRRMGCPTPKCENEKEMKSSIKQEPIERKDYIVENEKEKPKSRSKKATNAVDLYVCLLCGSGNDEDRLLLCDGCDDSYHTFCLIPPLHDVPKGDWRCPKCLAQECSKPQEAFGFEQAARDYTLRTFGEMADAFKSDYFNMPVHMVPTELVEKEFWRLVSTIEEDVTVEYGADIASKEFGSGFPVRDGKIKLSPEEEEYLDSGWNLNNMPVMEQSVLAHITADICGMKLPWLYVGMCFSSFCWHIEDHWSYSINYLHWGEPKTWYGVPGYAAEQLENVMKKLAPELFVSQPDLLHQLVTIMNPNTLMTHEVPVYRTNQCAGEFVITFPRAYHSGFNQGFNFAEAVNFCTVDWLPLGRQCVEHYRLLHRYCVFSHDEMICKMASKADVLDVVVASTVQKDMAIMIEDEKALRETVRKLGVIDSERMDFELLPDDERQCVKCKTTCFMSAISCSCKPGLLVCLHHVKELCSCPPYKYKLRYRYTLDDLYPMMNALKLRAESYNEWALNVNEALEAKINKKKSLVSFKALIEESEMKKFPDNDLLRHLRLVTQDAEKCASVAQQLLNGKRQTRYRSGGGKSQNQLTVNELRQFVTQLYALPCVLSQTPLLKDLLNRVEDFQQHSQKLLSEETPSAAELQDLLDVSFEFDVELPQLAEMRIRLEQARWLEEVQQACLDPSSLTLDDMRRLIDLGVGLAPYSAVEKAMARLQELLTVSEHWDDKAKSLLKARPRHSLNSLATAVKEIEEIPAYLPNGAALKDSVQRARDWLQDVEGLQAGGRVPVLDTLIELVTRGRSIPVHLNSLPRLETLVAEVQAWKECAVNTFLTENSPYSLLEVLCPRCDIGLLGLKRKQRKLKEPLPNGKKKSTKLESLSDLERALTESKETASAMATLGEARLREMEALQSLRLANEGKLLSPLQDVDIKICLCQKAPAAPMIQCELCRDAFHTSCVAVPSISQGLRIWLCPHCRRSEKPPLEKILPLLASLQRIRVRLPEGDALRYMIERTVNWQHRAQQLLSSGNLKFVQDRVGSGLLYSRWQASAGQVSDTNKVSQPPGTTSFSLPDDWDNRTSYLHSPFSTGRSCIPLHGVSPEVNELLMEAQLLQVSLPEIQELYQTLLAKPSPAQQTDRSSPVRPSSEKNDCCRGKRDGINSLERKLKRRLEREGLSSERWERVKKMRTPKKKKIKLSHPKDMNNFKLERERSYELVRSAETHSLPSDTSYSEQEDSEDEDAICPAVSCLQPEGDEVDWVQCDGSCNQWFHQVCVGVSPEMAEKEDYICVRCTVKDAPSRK
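Measured: NADH fluorescence change, 30 min, RT. System: KDM5BΔAP 200 nM final, H3K4me3 peptide, α-KG, Fe(II), ascorbate, NAD⁺ plus FDH, pH 7.5 HEPES. Compounds: titrated, 10 min pre-incubation with enzyme.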
* hit, by the source's call; i = inactive; ? = inconclusive; & = joins results of further samples; [ ] = remark or other dose. Potency is read from the fitted curve at half-maximal effect.

KDM5B inh,Molecule
3.9%,Cn1c(=O)c2[nH]c(N3CCN(C(=O)C4CC4)CC3)nc2n(C)c1=O
-11.9%,CCCn1c(Cn2ccnc2C)nc2cc(NC(=O)c3cc(OC)c(OC)c(OC)c3)ccc21
16.5%,O=C(Nc1ccc2oc(-c3ccccc3F)nc2c1)c1cccc(I)c1
-15.3%,Cc1cccc(-c2nc3scc(CCNS(=O)(=O)c4ccc5c(c4)OCCO5)n3n2)c1
14.2%,Cc1ccc(S(=O)(=O)N2[C@@H]3CC[C@H]2CC(NC(=O)c2ccncc2)C3)cc1 (stereo partly drawn)
17.8µM*,COC(=O)[C@@H]1Cc2c([nH]c3ccccc23)[C@H]2C[C@H](NCCNC(C)=O)C[C@@H](c3ccc(C)cc3)N21
-3.1%&10.4%,Cc1ccc(S(=O)(=O)N2CCN(C(=O)Cc3ccccc3)CC2)cc1C
2.6%,COc1ccc(N2C(=O)C3(CCCCC3)C2C(=O)N(C)C)cc1 (stereo not drawn)
-19.0%,CCn1cc(-c2ccc(Cl)cc2)cc1C(=O)NCC(=O)OC
-1.7%,Clc1ccc(-c2onc3cc(-c4ccccc4)ccc23)cc1
-12.5%,O=C(c1cc(-c2ccccc2)on1)N(Cc1ccco1)Cc1ccccc1F
10.7%,CC(C)C(=O)Nc1ccc(C2(C(=O)NCC3CC3)CCCCC2)cc1
-9.5%,CCCCCCCCc1cnc(-c2ccc(O)cc2)nc1
5.5%,CC(C)c1ccc(N2C(=O)CSC23C(=O)N(C)c2ccccc23)cc1 (stereo not drawn)
20.0%,COc1ccc(-n2nc(C)c3c2NC(=O)CC3c2ccc(O)c(OC)c2)cc1 (stereo not drawn)
-26.9%,COc1ccc(NC(=O)CCc2c(C)[nH]n(-c3ccc(F)cc3)c2=O)cc1OC
-18.7%,O=C(NC(=S)Nc1ccccc1N1CCCC1)c1ccco1
i,CNS(=O)(=O)c1ccc(Oc2ccc3ccc(=O)oc3c2)c([N+](=O)[O-])c1
-15.5%,COCC(=O)N[C@@H]1CN(Cc2ccc(C)cc2C)C[C@H]1CO
20.3%,Cc1ccccc1-c1noc(-c2ccc(Br)cc2)n1
-28.0%[86.2 µM],Cc1cc(F)cc(CN2CCc3nc(C(=O)NCC4CC4)oc3CC2)c1
-18.7%,CCOc1ccc(-c2ccc(NS(=O)(=O)c3cc(C)ccc3OC)cc2)nn1
11.6%,COCc1nc(CCNC(=O)C(C)c2ccccc2)no1 (stereo not drawn)
?,O=C(Nc1ccc(-c2noc(-c3ccccc3Br)n2)cc1)c1ccco1
10.7%,N#CCCN(C(=O)COC(=O)c1ccc2c(c1)OCO2)c1ccccc1
-4.9%,CCOC(=O)c1[nH]cnc1C(=O)Nc1cccc(OC)c1
12.2%,O=C(CCNC(=O)c1ccc([N+](=O)[O-])cc1)Oc1ccc(F)c(F)c1
-7.1%,COc1cc(OC)c(OC)cc1CN1CCc2nc(N(C)C)[nH]c(=O)c2CC1
-19.9%,O=C(Cc1ccccc1)Nc1sc2c(c1C(=O)Nc1ccc(Br)cc1)CCC2
-29.4%,COc1ccc(-n2c(=O)c3c4c(sc3n3c(=S)[nH]nc23)COC(C(C)C)C4)cc1 (stereo not drawn)
7.5%,COC(=O)c1ccc(NC(=O)c2c(OC)cc(=O)n3c2CCCC3)cc1
-10.3%,O=C(c1cccc(Cl)c1)N1CCN(c2cc(C(F)(F)F)ncn2)CC1
-12.0%,CC1CCN(C(=O)c2ccccc2OCC2CCCN(C3CCCC3)C2)CC1 (stereo not drawn)
-2.4%[149 µM],CC(C)CN1C2CCC1CN(C(=O)Nc1ccccc1F)C2
-10.7%,CC(C)NC(=O)N1CCCCCCNC(=O)[C@@H]2CCCC[C@@H]21
29.9%,CC(=O)c1cccc(C(=O)N2CCC3(CC2)NC(=O)N(Cc2ccc(C)cc2)C3=O)c1
13.4%,Cc1cc(C)c(C)c(OCCCN)c1
0.7%,Cn1c(=O)c2c(nc(N3CCC(Cc4ccccc4)CC3)n2CC(=O)O)n(C)c1=O
?,Cc1ccc(/C=N/n2c(-c3ccccn3)n[nH]c2=S)o1
-3.1%,CCC(Oc1ccc(Cl)cc1)C(=O)O (stereo not drawn)

Rewritten with tabs: entries from further up
Molecule	KDM5B inh
Cc1cc(F)cc(CN2CCc3nc(C(=O)NCC4CC4)oc3CC2)c1	-28.0%[86.2 µM]
CCOc1ccc(-c2ccc(NS(=O)(=O)c3cc(C)ccc3OC)cc2)nn1	-18.7%

Other compounds follow:
KDM5B inh,Molecule
-11.9%,O=C([C@@H]1C[C@H](Oc2cccnc2)CN1C(=O)C1CC=CC1)N1CCOCC1
-9.0%,Cc1ccc(Cn2ccn(CC(=O)Nc3c(C)cc(C)cc3C)c(=O)c2=O)cc1
-16.6%,COc1ccc(CNC(=O)NC2CCc3n[nH]c(=O)n3CC2)cc1 (stereo not drawn)
-35.9%,Cc1cc2nccc(-c3ccc(F)cc3)n2n1
?,CCCOc1cc(/C=C(/C#N)c2nc3ccccc3[nH]2)ccc1OC
?,CC(=O)Nc1ccc(NC(=O)c2oc3c(c2C)-c2nn(Cc4ccccc4Cl)cc2CC3)cc1
-17.7%,O=C(Nc1ccc2oc(=O)ccc2c1)c1ccccc1Cl
-5.5%,Cc1nc2cccnc2n1-c1cccc(C(=O)NCCc2ccc(Cl)cc2)c1
4.4%,Cc1cc(=O)n2c(n1)NC(Nc1cccc(C)c1C)=NC2c1ccccc1 (stereo not drawn)
-0.5%,CC(C)CN1CC2(CCN(C(=O)c3ccc(-n4cnnc4)cc3)CC2)CC1=O
-13.2%,CNC(=O)[C@@H]1C[C@@H](O)CN1C1CCN(C(=O)c2cccc(C)c2)CC1
10.1%,COCCCNC(=O)N1C[C@@H](Oc2ccccc2)C[C@H]1C(=O)N1CCOCC1
87.9%[activator][86.2 µM],COc1ccc(NC(=O)c2ccc3c(c2)NC(C)(CNc2ccccc2)CO3)cn1 (stereo not drawn)
?,Cc1ccc2[nH]cc(C(C(=O)O)N3CCN(Cc4cccc(Cl)c4)CC3)c2c1 (stereo not drawn)
15.6%,COc1cc(OC)c(OC)cc1CN1CCc2nc(N3CCN(C)CC3)[nH]c(=O)c2CC1
?,O=C(CN1CCc2sccc2C1c1cccs1)Nc1ccc(F)cc1 (stereo not drawn)
19.6%[86.2 µM],COCCNC(=O)C[C@@H]1C[C@H]2O[C@H](CNC(=O)Nc3cccnc3)[C@@H](O)[C@H]2O1
19.3%,CCCCC(CC)C(=O)NCc1cccs1 (stereo not drawn)
-26.0%,CNC(=O)[C@@H](c1ccc(Cl)cc1)N1CCC[C@H]1C(=O)NCCN1CCCC1
16.3%,COc1ccc(Br)cc1/C=C1\Cc2ccccc2C1=O
3.4%,COC[C@@H]1CN(S(C)(=O)=O)C[C@H]1C(=O)N(C)C
8.3%,Cc1ccccc1CNC(=O)Cn1ccc2c(C)nn(C)c2c1=O
9.5%,NS(=O)(=O)c1ccc(N/N=C/c2c[nH]c3ccc(Br)cc23)c([N+](=O)[O-])c1
-7.7%,Cc1ccc(CN2CCC(CNC(=O)c3cnn(-c4ccccc4Cl)c3C3CCN(C(=O)OC(C)(C)C)CC3)CC2)cc1
-4.6%,O=C(c1n[nH]c(=O)c2ccccc12)N1CCCC(c2nc3ccccc3s2)C1 (stereo not drawn)
-10.1%,Cc1ccc2oc(=O)n(CCCOc3ccccc3Cl)c2c1
21.4%,CC(CCc1ccccc1)NC(=O)C1CCCCC1C(=O)O (stereo not drawn)
13.3%,O=C(NCc1cccc(Cl)c1)C(=O)Nc1cccc(O)c1
28.2µM*,CCOc1nccnc1NC1CCN(C(=O)C2CCCO2)CC1 (stereo not drawn)
-1.8%,CCn1nc(C(=O)Nc2nc(C(C)(C)C)cs2)c2ccccc2c1=O
-25.8%,CCCCN1C(=O)C(O)(c2c[nH]c3ccccc23)c2cc(Br)ccc21 (stereo not drawn)
4.5%,COCCc1noc(Cc2c(C)nn(-c3ccccc3)c2C)n1
-7.4%,Cc1ccc2sc(/C=C/c3ccc(C#N)cc3)nc2c1
4.9%,CN(Cc1ccsc1)C(=O)c1ccc(-c2ccccc2)cc1
-7.1%,COc1ccc(C(=O)Nc2nnc(SCc3cc(=O)c4cc(C)cc(C)c4[nH]3)s2)cc1
-15.9%,COc1ccc(-c2c(C)oc3cc(OCC(=O)Nc4ccc5c(c4)OCO5)ccc3c2=O)cc1
2.0%,Cn1c(CN2CCN(c3cnccn3)CC2)nnc1C1CC(N)C1 (stereo not drawn)
12.4%,COCCn1c(NCCO)nc2c1c(=O)[nH]c(=O)n2C
32.4%[activator],CC(NC(=O)NC(=O)c1ccc(Cl)cc1)c1ccccc1 (stereo not drawn)
12.6%,CN(Cc1ccc(Cl)c(Cl)c1)Cc1nc2ccccc2o1
-15.8%,COc1ccc(NC(=O)c2cnc3c(c2)N(C(=O)Cc2cccc(C(F)(F)F)c2)CCC3)cn1
-25.7%,CNc1nccc(N2CCC(CC(=O)NCc3ccccn3)CC2)n1
?,CN(C)c1nc2c(c(=O)[nH]1)CCN(Cc1ccccc1)CC2
13.6%,c1coc(CNCc2ccsc2)c1
-4.3%,COc1ccc(-c2noc(CC(=O)Nc3ccc(C)c(F)c3)n2)cc1
-10.1%,O=S(=O)(c1ccccc1)N1CCC(Cc2nncn2-c2ccccc2)C1 (stereo not drawn)
?,O[C@@H]1[C@@H](O)[C@H](n2c3ccc(Cl)cc3c3ccc4c5cc(Cl)ccc5[nH]c4c32)OC[C@H]1O
29.9%,O=C(COc1ccc(Cl)cc1Cl)N1CCC(N2CCOC2=O)CC1
12.8%[86.2 µM],Cc1noc2c(NCCN(C)C)cc(-c3ccccc3)nc12
-6.4%,CC(=O)NCCC(=O)Nc1nc(-c2ccc3c(c2)OCCO3)cs1
?,CCN(CCCNC(=O)c1cc(Nc2ccccc2OC)nc2ccccc12)c1cccc(C)c1
0.6%,NC(N)=NC1=NC(=O)C(Cc2ccccc2Cl)S1 (stereo not drawn)
-3.8%,Cn1nc(C2CCN(C(=O)CC3CCCC3)CC2)c2c1CCOC2
-16.7%,Cc1sc(-n2c(C)cc(/C=N/O)c2C)c(C(=O)O)c1C
2.8%,O=[N+]([O-])c1ccc(-c2nc(N3CCCCCC3)c3ccccc3n2)cc1
-12.9%,Cc1ccc2nc(Cl)c3cc(C(=O)NC4CCCc5ccccc54)sc3c2c1 (stereo not drawn)
-27.0%,CC(=O)c1cccc(NC(=O)Cc2noc3ccccc23)c1
2.6%,Cc1nn(-c2ccccc2)c2c1[C@@H](c1cccc(Cl)c1)[C@H](NC(=O)c1ccccc1)C(=O)N2
?,Cc1ccc2cc(CN(Cc3ccccc3)C(=O)c3ccco3)c(=O)[nH]c2c1
18.0%,Cc1ccc(S(=O)(=O)N2CCCCC2)cc1NS(=O)(=O)c1cccc(C(=O)O)c1

Continued.
KDM5B inh,Molecule
-2.2%,COC(=O)CNC(=O)N1CCC(N2CC3CC(C2)[C@H]2CCCC(=O)N2C3)CC1 (stereo partly drawn)
10.0%,CCc1ccc(N2CC(c3noc(C4(c5ccccc5)CC4)n3)CC2=O)cc1 (stereo not drawn)
29.5%,CC(C)(CO)NC(=O)c1ccc(F)cc1
28.2µM*,CC(C)n1c(CNC(=O)C[C@H]2NC(=O)c3ccccc3NC2=O)nc2ccccc21
-16.3%,COc1ccc(CN2C(=O)N(c3cccc(C(F)(F)F)c3)C(=O)[C@@H]3[C@H]2CCN3C(=O)CCC(=O)O)cc1
-8.2%,COc1ccc(NC(=O)c2c(NC(=O)COc3ccccc3)sc3c2CCCCC3)cc1
9.2%,COc1c(C)cnc(CN2CCN(C(C(=O)O)c3c[nH]c4ccc(Br)cc34)CC2)c1C (stereo not drawn)
2.7%,COc1ccc(-c2noc(-c3ccccc3NC(=O)c3cc(OC)c(OC)c(OC)c3)n2)cc1
-2.1%,Cn1ncnc1CCNC(=O)[C@H]1CCC[C@H](O)C1
?,COc1ccccc1OCCCCN1CCC(C)CC1
4.9%,Cc1ccc(NC(=O)c2cc(-c3cccnc3)nc3ccc(C)cc23)nc1
-24.1%,COC(=O)CCNC(=O)C1c2ccccc2C(=O)N(C2CCCC2)C12CCCCC2 (stereo not drawn)
-5.3%,CCOc1ccccc1NC(=O)CC1Sc2ccccc2NC1=O (stereo not drawn)
-6.7%,O=C1NCCOCCCN(C(=O)NCc2ccccc2)[C@H]2CCC[C@@H]12
-17.0%,Cc1nc2cccnc2n1CC1CCCN(S(=O)(=O)c2ccc(CC(C)C)cc2)C1 (stereo not drawn)
15.4%,CN(C)[C@@H]1CN(C(=O)c2cc(Cl)ccc2F)C[C@H]1CO
-14.4%[86.2 µM],CC(C)(C)c1ccc(C(=O)N2CC[C@H]3NC(=O)N(Cc4ccccc4)C(=O)[C@H]32)cc1
-9.8%,C=CCn1c(COc2cc(C)c(Cl)c(C)c2)n[nH]c1=S
-14.4%,CCOC(=O)C(Cc1ccccc1)NC(=O)Cn1nnc(-c2ccc(C)cc2)n1 (stereo not drawn)
8.2%,CCc1c(C)sc(NC(=O)C(CC)c2ccccc2)c1C#N (stereo not drawn)

A few values from the entries so far:
KDM5B inh with COc1c(C)cnc(CN2CCN(C(C(=O)O)c3c[nH]c4ccc(Br)cc34)CC2)c1C (stereo not drawn) is entered as 9.2%
KDM5B inh with Cn1ncnc1CCNC(=O)[C@H]1CCC[C@H](O)C1 is entered as -2.1%
KDM5B inh with O=C1NCCOCCCN(C(=O)NCc2ccccc2)[C@H]2CCC[C@@H]12 is entered as -6.7%

A stretch taken from the entries so far:
KDM5B inh,Molecule
9.2%,COc1c(C)cnc(CN2CCN(C(C(=O)O)c3c[nH]c4ccc(Br)cc34)CC2)c1C (stereo not drawn)
2.7%,COc1ccc(-c2noc(-c3ccccc3NC(=O)c3cc(OC)c(OC)c(OC)c3)n2)cc1
-2.1%,Cn1ncnc1CCNC(=O)[C@H]1CCC[C@H](O)C1
?,COc1ccccc1OCCCCN1CCC(C)CC1
4.9%,Cc1ccc(NC(=O)c2cc(-c3cccnc3)nc3ccc(C)cc23)nc1
-24.1%,COC(=O)CCNC(=O)C1c2ccccc2C(=O)N(C2CCCC2)C12CCCCC2 (stereo not drawn)

Some of the compounds tested; the hit share may differ from the screen's.
